# AT treatment – potential ataxia-telangiectasia treatments restoring KAP-1 phosphorylation. […] A-T fibroblasts, KAP-1 phosphorylation AlphaLISA; neocarzinostatin DNA damage 30 min before lysis. Potency, µM (doses to about 57.5 µM), for inactives: top-dose activation, usual class: activators. hit rate 0.19% among 320,000. AID 485349; note: potency is the fitted concentration of half-maximal effect; % of control where 0% means no effect; nearly all actives have a fitted effect of over 45% in size
#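 ATM-like activity read as KAP-1 phosphorylation via AlphaLISA donor/acceptor antibody pairs after lysis and 6 hr at 25C. Cells were ATM-null patient fibroblasts ([…], hTERT), dosed 60 min, then exposed to the DSB inducer NCS for 30 min.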
# KCNH2 3.1 inh – inhibitors of human KCNH2 3.1 potassium channel isoform | U2OS KCNH2 3.1, thallium flux FluxOr; active compounds read low | activity change, % (tested at about 1.8 µM) | hit rate 0.95% among 340,000;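 active = maximum activity change below -70%; inconclusive = maximum activity change from -70% to -50%; inactive = maximum activity change above -50%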;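 note: thallium influx rate constant from kinetic fluorescence after stimulation buffer; % is set by controls: 0 for no effect and ±100 for the full control effect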
#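 Steps: virus added to U2OS suspension (4 h, RT, dark); medium with 10% FBS added, cells plated, 37 C overnight; FluxOr/Red40 loading buffer 45 min RT; stimulation buffer, 2 min kinetic read; rate constant normalized.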
# USP2a inh – blocks human ubiquitin-specific protease USP2a; O75604; USP2 core, Ub-CHOP2 coupled fluorogenic reporter, 485/531; Potency, µM (titrated, usually from 38.3 µM), for the others: at the highest dose activity change, negative = inhibition, actives largely listed as inhibitors; hit rate 0.01% among 330,000; AID 463254;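 note: potency is the fitted concentration of half-maximal effect; plate controls were DMSO wells for no effect and full inhibition by NEM control for full effect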
# Target sequence (O75604 whole entry, looked up): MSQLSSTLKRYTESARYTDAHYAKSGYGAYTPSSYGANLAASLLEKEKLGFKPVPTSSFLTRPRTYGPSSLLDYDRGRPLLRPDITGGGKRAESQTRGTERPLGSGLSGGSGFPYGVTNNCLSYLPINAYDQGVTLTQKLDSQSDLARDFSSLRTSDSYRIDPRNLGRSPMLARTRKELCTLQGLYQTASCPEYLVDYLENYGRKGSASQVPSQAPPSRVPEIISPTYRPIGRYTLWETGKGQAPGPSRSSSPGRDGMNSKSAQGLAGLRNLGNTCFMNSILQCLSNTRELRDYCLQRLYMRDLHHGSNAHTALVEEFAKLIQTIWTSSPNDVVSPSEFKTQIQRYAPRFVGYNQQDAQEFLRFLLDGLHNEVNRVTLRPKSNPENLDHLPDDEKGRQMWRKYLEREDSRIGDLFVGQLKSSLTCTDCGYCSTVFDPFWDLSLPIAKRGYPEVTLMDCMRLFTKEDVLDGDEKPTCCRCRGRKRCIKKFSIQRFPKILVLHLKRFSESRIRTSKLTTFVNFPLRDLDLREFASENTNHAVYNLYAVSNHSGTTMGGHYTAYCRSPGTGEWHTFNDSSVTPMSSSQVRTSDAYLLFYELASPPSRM
#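 USP2 core (10nM final) preincubated 30min RT with compound in 20mM Tris-HCl pH 8.0, 2mM CaCl2, 2mM beta-mercaptoethanol, 0.05% CHAPS; 25nM Ub-CHOP2 plus 25nM reporter substrate added, fluorescence (Ex485/Em531) read after 60min.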
# Eya2 inh – blocks the phosphatase activity of human Eya2 | recombinant Eya2, OMFP fluorescence dephosphorylation (OMFP is methylfluorescein phosphate) | Potency, µM (titrated, usually from 76.9 µM), for the others: top-dose activity, negative = inhibition, actives largely listed as inhibitors | hit rate 0.006% among 330,000 | AID 488837; note: potency is the fitted concentration of half-maximal effect; % is set by controls: 0 for no effect and ±100 for the full control effect
#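 Eya2 protein (added as 0.2 uM solution) was preincubated with compound for 10 min at ambient temperature in 50 mM HEPES pH 7.5, 50 mM NaCl, 5 uM MgCl2, 0.05% BSA, 1 mM DTT. OMFP (added at 50 uM) then reacted 10 min; fluorescence read at 485/525 nm.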
# ELG1 DNA repair – inhibitors of ELG1-dependent DNA repair in HEK293T cells. HEK293T ELG1-luciferase reporter, luminescence, 16 h; DNA damage induced by 5-fluorouridine. Potency, µM (titrated, usually from 46.1 µM), for inactives: top-dose activity change, negative = inhibition, hits mostly inhibitors. hit rate 2.3% among 330,000. AID 504467; note: potency is the fitted concentration of half-maximal effect; % is set by controls: 0 for no effect and ±100 for the full control effect; nearly all actives have a fitted effect of over 55% in size
#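 Reporter activity after DNA damage by 5-fluorouridine is monitored. Compound-treated cells incubate 16 hr at 37 °C, then ONE-Glo is added for 30 min before luminescence reading.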
# TCR activator – T cell receptor activation; primary human leukocytes, anti-CD3, IL-2 HTRF, 48 h; Potency, µM (doses to about 9.22 µM), for inactives: at the highest dose activation of IL-2 secretion, actives largely listed as activators; 330,000 tested, under 10 active; note: % of control where 0% means no effect
#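 Primary human leukocytes receive a-CD3 beads and test compound and are incubated 48 hr. Secreted IL-2 is then assayed by HTRF, measuring 665nm acceptor emission after 320nm excitation of the europium donor.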
# TRPV1 ag – activates the human vanilloid receptor TRPV1 | Q8NER1 | TRPV1-expressing cells, Fluo-8 calcium influx, agonist mode | activation, % at 8.33 µM | hit rate 0.19% among 320,000; in the data active = activation above about 80%; inconclusive = between about 30% and that limit; note: 0% is about no effect
#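 Cells expressing TRPV1 were dye-loaded with Fluo-8 and read kinetically: 10 s baseline, 3 min after compound (agonist portion), then 2 min after EC20 capsaicin (allosteric enhancer portion). Calcium-bound dye fluorescence at 480/520 nm.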
# Mito fusion act – inhibitors of mitochondrial division or activators of mitochondrial fusion; S. cerevisiae fusion-defective mutant growth rescue, CellTiterGlo 48 h; AID 485298; hit rate 0.23% among 320,000; Potency, µM (top dose mostly 46.1 µM), inactives show top-dose growth rescue (activation), actives largely listed as activators;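 note: potency is the fitted concentration of half-maximal effect; % of control where 0% means no effect; nearly all actives have a fitted effect of over 45% in size; temperature-sensitive fusion mutants such as fzo1-1 at 37 °C on non-fermentable ethanol glycerol medium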
#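 S. cerevisiae fusion-defective temperature-sensitive mutants (e.g. fzo1-1, mgm1-5) grown 48 h at 37C in YPEG (ethanol/glycerol non-fermentable) medium with 23 nl compound per well; growth rescue read as CellTiterGlo luminescence.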
# hERG WT inh – inhibitors of human wildtype KCNH2 potassium channel; Q12809; U2OS, BacMam KCNH2, thallium flux FluxOr; active compounds read low; activity change, % at 1.84 µM; hit rate 0.37% among 340,000;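 active = maximum activity change below -70%; inconclusive = maximum activity change between -70% and -50%; inactive = maximum activity change above -50%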; note: % is set by controls: 0 for no effect and ±100 for the full control effect
#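 U2OS cells transduced with wild-type KCNH2 virus are loaded with FluxOr dye for 45 min, and thallium flux is measured in kinetic reads before and after stimulation buffer. Rate constants are normalized to DMSO controls.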
# TSHR antagonist – human thyrotropin receptor antagonism. TSHR-expressing cells, TSH-stimulated cAMP HTRF, 2 h; active compounds read low. hit rate 0.2% among 330,000. P16473. activity change, negative = inhibition, % at 11.5 µM. AID 504810;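 active = activity change below a set negative limit, meaning inhibition stronger than a set level, cut at about -70% in these data; inconclusive = activity change between two set negative limits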; note: % is set by controls: 0 for no effect and ±100 for the full control effect
#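 Inhibition of cAMP made by TSHR-expressing cells under TSH stimulation (4nM final, EC80; 2 h, 37 deg C) is quantified with a one-step lysis HTRF kit, anti-cAMP cryptate versus cAMP-d2.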
# * marks the source's active call; other numbers are inactive results; u = inconclusive; x = no result given; [ ] = another dose, or the depositor's remark. Unless noted, calls come from the whole dose curve; as a rule, active = well fitted curve in the direction sought with a large enough effect; inconclusive = small, poorly fitted or top-dose-only effect, or another doubt; inactive = no such curve, though single readings can be large; an effect the other way counts as inactive or inconclusive. Some of the compounds tested (hit frequency here may not be typical).
SMILES,AT treatment,KCNH2 3.1 inh,USP2a inh,Eya2 inh,ELG1 DNA repair,TCR activator,TRPV1 ag,Mito fusion act,hERG WT inh,TSHR antagonist
Cc1onc(-c2ccccc2Cl)c1C(=O)NCc1ccc(S(N)(=O)=O)cc1,3%,-10,2%,-3%[15.4 µM],4%,-3%,-1,4%,-9,4
CCOC(=O)C1CCCN(C/C=C/c2ccccc2)C1 (centres undefined),4%,-16,3%,-11%,-3%,2%,2,1%,20,3
CC(=O)Nc1cccc(NC(=O)Cc2ccc3ccccc3c2)c1,14%,-1,-6%,14%,-19%,x,0,5%,-4,19
CC1(C)CCC(=O)N2CC[C@H]3C[C@H](OC(=O)Nc4ccc5c(c4)OCO5)C[C@@H]1[C@H]32,-1%,-135*,2%,6%,u,6%,3,2%,-10,-2
O=C(CCc1nc2ccccc2c(=O)[nH]1)Nc1cccc(S(=O)(=O)N2CCCCC2)c1,1%,11,-2%,13%,-21%,-2%,-3,0%,1,-6
COc1cc(/C=C(/C#N)c2nc3ccccc3[nH]2)ccc1OCC(=O)Nc1ccccc1C(C)C,-6%,-16,-2%,-4%,u,1%,0,-2%,-3,-4
CCc1nnc(NC(=O)c2cccc(S(=O)(=O)N3CCN(c4ccccc4)CC3)c2)s1,-4%,-32,-6%,11%[15.4 µM],u,-1%,-2,3%,2,-8
COc1cc(C2NC(=O)NC3=C2C(=O)OC3)cc(OC)c1OC (centres undefined),-3%,2,8%,-1%,-1%,0%,-2,-3%,-9,5
CN(c1ccccc1)S(=O)(=O)c1ccc(Cl)c(C(=O)OCC(=O)NCc2ccco2)c1,-8%,12,-2%,3%,11%,0%,7,0%,3,10
CC(C)C1=NN2C(=N)CC(=O)N=C2S1,-2%,0,-7%,-4%,u,3%,4,1%,-8,8
Cc1cccc(C(=O)N2CC3(C)CC2CC(C)(C)C3)c1 (centres undefined),1%,1,1%,-14%,1%,6%[46.1 µM],22,2%,13,7
CCCCCCc1ccc(-c2ncc(N)cn2)cc1,-8%,u,-12%,-35%,u,3%,2,20%,8,-10
Cc1onc(-c2c(Cl)cccc2Cl)c1C(=O)Nc1ccc(N2CCOCC2)cc1,-12%,4,2%,-9%,18%,-2%,14,1%,3,0
Cc1cccc(-n2c(SCC(=O)N3CCCC3)nnc2-c2ccccn2)c1C,-1%,9,1%,4%,-18%,-5%,7,3%,2,-4
Cc1ncoc1C(=O)N1CCCC(N2CCN(c3cccc(C(F)(F)F)c3)CC2)C1 (centres undefined),6%,11,0%,3%,-4%,1%,6,1%,-2,-8
CCCNc1sc(S(=O)(=O)CCC)nc1S(=O)(=O)c1ccc(C)cc1,5%,-3,-1%,-10%,18%,-1%,22,9%,2,-11
C=CCN=C1SCC(=O)N1S(=O)(=O)c1ccccc1,6%,-7,2%,15%,-4%,x,1,-2%,2,1
COc1ccc(-c2csc3ncnc(N4CCN(C(=O)c5ccco5)CC4)c23)cc1,-5%,-2,5%,-32%,7.3µM*,-1%,2,13%,-8,-5
CC1CCN(S(=O)(=O)c2ccc3c(c2)CCN3C(=O)CCC(=O)O)CC1,-7%,-23,0%,9%,14%,x,3,0%,1,5
CC(=O)N1CCCc2cc(S(=O)(=O)NC(C(=O)NCc3ccc(C)cc3)C(C)C)ccc21 (centres undefined),-3%,-14,1%,4%,4%,-1%,1,3%,15,-1
COC(=O)c1cc(C(=O)OCC(=O)Nc2ccccc2OC(F)F)cc([N+](=O)[O-])c1,7%,-1,5%,-1%,5%,-1%[46.1 µM],1,4%,-5,3
Cc1csc2nc(CNS(=O)(=O)c3ccc(-c4ccccc4)cc3)cn12,-3%,-3,2%,-11%,u,1%[46.1 µM],2,0%,4,-20
COc1ccc(NC2=NCC(=O)N2c2ccccc2F)c(OC)c1,-2%,-17,2%,-2%,15%,-3%,-3,-5%,10,6
Cc1nnc(N)nc1C,6%,6,1%,4%,12%,7%,1,2%,-9,2
COc1ccc(C(C(=O)NC2CCCC2)N(Cc2ccc(C)cc2)C(=O)c2ccn[nH]2)cc1OC (centres undefined),-4%,4,1%,-7%,5%,-3%,5,0%,-15,13
O=C(C1CC1)N1CCN(c2nc3ccccc3s2)CC1,-10%,4,-2%,16%,u,-1%,u,-1%,-10,0
CN(C)c1cccc(C(=O)N/C=C/n2cnc3cc(C(F)(F)F)ccc32)c1,4%,5,1%,4%,-3%,4%,1,-5%,6,-7
Cc1c(C(=O)Nc2cccc(S(=O)(=O)N3CCCC3)c2)oc2ccccc12,-1%,-5,4%,0%,-10%,4%,1,2%,-13,-8
COc1ccc(OC)c(S(=O)(=O)NC2CCN(Cc3ccccc3)CC2)c1,11%,-3,3%,-1%,-2%,3%,3,-1%,4,0
Cc1cc(C(=O)N(C)Cc2ccc(Br)cc2)no1,5%,-2,1%,18%[15.4 µM],-4%,-5%,8,1%,-1,0
C=C(C)CSc1nc2c(c(=O)[nH]c(=O)n2C)n1Cc1ccccc1,14%,-5,-2%,-7%,u,-3%,19,32%,-10,9
CCNC(=O)CC1C(=O)N(c2ccc(F)cc2)C(=O)N1CCC(C)C (centres undefined),7%,-1,2%,-31%,12%,-9%,-3,-3%,-19,2
CSc1nc2c(c(=O)[nH]1)C(c1ccc(C(F)(F)F)cc1)CC(=O)N2 (centres undefined),3%,16,2%,0%,10%,0%,0,3%,3,11
C=CCNC(=S)N1CCOCC1,-1%,6,0%,-11%,5%,-16%,-1,4%,1,0
CCNC(=O)C(CC(C)C)NC(=O)C(CO)NC(=O)C1CCC(=O)N1 (centres undefined),-6%,9,8%,-7%,1%,-5%,-2,2%,0,6
CCOc1ccc2c(c1)C(=NNC(=O)c1ccncc1)c1cc(OCC)ccc1-2,3%,0,0%,5%,u,0%[46.1 µM],u,1%,-9,-6
CCN(CC(O)c1cccc(O)c1)C(=O)C12CC3CC(CC(C3)C1)C2 (centres undefined),-7%,2,2%,7%,-11%,-1%,18,-2%,1,3
CC(=O)Nc1ccccc1C(=O)N1CC(C)OC(C)C1 (centres undefined),4%,2,-1%,-10%,3%,11%,4,-2%,-8,5
CCCn1cc([C@@H]2C[C@H]3CN(Cc4cccc(Cl)c4)C(=O)[C@]34CCCN24)c(C)n1,-12%,-17,7%,-24%,0%,6%,0,3%,14,-2
CCOC(=O)c1ccccc1NC(=S)N1CCC(C)CC1,-3%,-4,4%,-7%,-2%,-1%,10,0%,-3,-5

# The closing 3 records of the section above lead into the next.
SMILES,AT treatment,KCNH2 3.1 inh,USP2a inh,Eya2 inh,ELG1 DNA repair,TCR activator,TRPV1 ag,Mito fusion act,hERG WT inh,TSHR antagonist
CC(=O)Nc1ccccc1C(=O)N1CC(C)OC(C)C1 (centres undefined),4%,2,-1%,-10%,3%,11%,4,-2%,-8,5
CCCn1cc([C@@H]2C[C@H]3CN(Cc4cccc(Cl)c4)C(=O)[C@]34CCCN24)c(C)n1,-12%,-17,7%,-24%,0%,6%,0,3%,14,-2
CCOC(=O)c1ccccc1NC(=S)N1CCC(C)CC1,-3%,-4,4%,-7%,-2%,-1%,10,0%,-3,-5
CN1CCCc2cc(C=O)ccc21,x,5,0%,3%,21%,1%[46.1 µM],0,7%,-9,4
Cc1ccc(OCC(=O)N2CCCCC2)c(Br)c1,1%,11,1%,-31%,u,4%,19,-3%,3,-5
O=C(COC(=O)COc1ccccc1F)Nc1cccc(S(=O)(=O)N2CCCCC2)c1,9%,4,2%,-1%,17%,-2%,x,x,0,2
COc1cc(NC(=O)CN2C(=O)NC(C)(c3ccc(OC(F)F)cc3)C2=O)cc(OC)c1OC (centres undefined),-3%,6,-1%,0%,-8%,2%,1,1%,0,-20
Cn1cc(-c2cccc(C(F)(F)F)c2)cc(C#N)c1=O,7%,2,3%,8%,18%,7%,0,16%,4,-7
COc1cc(SC)ccc1C(=O)N1CCCCCC1,-1%,0,1%,-15%,3%,-4%[46.1 µM],3,0%,6,-1
CC(C)C[C@H](NC(=O)c1[nH]cnc1C(=O)Nc1ccc(CNC(=O)OC(C)(C)C)cc1)C(=O)OCc1ccccc1,-41%,-13,-7%,-22%,u,-4%,9,6%,-9,2
CC1CC2(NC(=O)NC2=O)C(C)CN1C (centres undefined),-3%,7,0%,-8%,-1%,0%[46.1 µM],0,-3%,4,-5
O=C1c2cccnc2C(=O)N1Cc1ccc(S(=O)(=O)N2CCN(c3ccccc3)CC2)cc1,-1%,-4,3%,0%,22%,4%,4,15%,-1,11

# Screens deposited in PubChem by National Center for Advancing Translational Sciences (NCATS).
